Assay outcomes (PubChem)
MT stabilizer: microtubule stabilizers in HeLa cells; AID 2205; HeLa tubulin immunostaining HCS, 24 h; share of cells brighter than vehicle mean+2SD; 200,000 tested, 0.83% active; % tubulin-high responders, % at 10 µM;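 active = plate Z-score above 3 for both tubulin-high and condensed-nucleus cell shares, with cell loss under 80%, at 10 µM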;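 also: anti alpha tubulin signal scored within the nucleus-defined area of each cell; some results filed as inactive read as strong as hits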
PMI inhibitors: MPI enzyme activity inhibition – biochemical, fluorescence intensity, coupled assay, primary screen (AID 1209). inhibition, % at 20 µM; hits with a dose series show IC50 in µM. purified PMI enzyme, coupled fluorescence intensity; higher % means a stronger effect. 190,000 tested, 0.42% active;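 also: plate controls were DMSO vehicle for no effect and wells lacking substrate for full effect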
Insulin prom up: MIN6 insulin promoter up-regulation; MIN6 insulin promoter-GFP reporter, high-content imaging; hits give high values; z-score at 5 µM; 190,000 tested, 0.3% active; AID 1625;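 active = z-score above 3 at 5 µM with at least 500 cells counted in the well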
T cell modulator: modulates CD8 T cell binding to vesicles. 2C CD8+ T cell-vesicle binding, flow cytometry; hits give low values. calls only at 7 µM. 330,000 tested, 0.068% active. AID 2052;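 active = response, share of CD8 T cells binding vesicles, and their 90th percentile fluorescence all below set limits, cut at about 80% in these data, passing the limit was not always enough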
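Material: murine 2C transgenic CD8+ T lymphocytes / Also added: QL9-peptide-loaded Drosophila micro-vesicles bearing Ld, ICAM-1 and B7-1 / Schedule: binding step 1.5 h, 37 °C, antibody labelling 20 min, ice / Signal: flow cytometry, PE anti-B7-1 (FL2) versus Alexa647 anti-CD8 (FL8), PFA-fixed / Evaluation: percent CD8+ FL2 mean versus row control / Benchmarks: naked versus QL9-loaded vesicles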
TNAP activation fold: human TNAP enzyme activators, primary screen, biochemical, luminescent, no phosphate acceptor, uHTS (AID 1001) | 200,000 tested, 0.03% active | purified TNAP, luminescent activation assay, no phosphate acceptor; higher activation fold means a stronger effect | activation fold at 20 µM, or EC50 in µM where a hit was titrated; in the data active = activation fold from about 3, or a potency from the dose series; inactive = the rest, 99 in 100 with activation fold below about 1.6; also: many of its hits are not listed in these tables
bCat nuc transl: modulators of beta-catenin nuclear translocation | nuclear translocation activity, % at 5 µM | 190,000 tested, 0.3% active | HeLa beta-catenin nuclear translocation, immunofluorescence imaging;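 active = nuclear translocation activity above 50% at 5 µM, with a well cell count of 50 or more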;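 also: per-cell ratio of nuclear to cytoplasmic median beta-catenin stain intensity; plate controls were DMSO negative control for no effect and GSK-3 inhibitor IX positive control for full effect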
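Test system: human HeLa cell line; Doses: 5 µM primary, 0.02–20 µM confirmation; Incubation: 24 h compound exposure, 37°C; Detection: beta-catenin immunofluorescence imaging with DAPI; Read-out: beta-catenin nuclear/cytoplasmic ratio, % activation.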
Hep lipid drop: modulators of hepatic lipid droplet formation; AML12 mouse hepatocytes, oleate lipid droplets, BODIPY imaging; inhibition, % at 6.5 µM; 240,000 tested, 0.4% active;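 active = lipid droplet intensity inhibited by at least 50%, with more than 500 cells counted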
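Assay system: AML12 mouse liver cells | Compound dosing: One dose, 6.5 µM compound | Read-out basis: Droplet intensity reduction, % inhibition | Measured by: Fluorescence imaging, 20x objective, two fields per well | Schedule: Overnight treatment with compound plus oleate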
Autophagy HCS: modulators of autophagy | AID 463193 | calls only at 10 µM (by protocol) | MEF GFP-LC3 puncta imaging; test concentration mostly 10 µM | 190,000 tested, 0.98% active;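 active = percentage of spot-positive cells more than 3 SD above its plate mean, without a fluorescence outlier flag or 80% toxicity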;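 also: spot-positive cell cutoff set from DMSO-treated cells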
human PMI inhibitors: human PMI inhibitors, high substrate, primary screen, biochemical, fluorescence intensity, high mannose 6-phosphate (AID 1220) | recombinant PMI enzyme, coupled fluorescence intensity; higher % means a stronger effect | inhibition, % at 20 µM; hits with a dose series show IC50 in µM | 190,000 tested, 0.66% active
Insulin prom up cell count: further read-out of Insulin prom up, marked with its call; cell count; measured here: cytotoxicity, nuclei count;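 total cells summed across four imaged fields per well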
Hep lipid drop cells 6.5 µM: further read-out of Hep lipid drop, marked with its call; cell count; measured here: cell count, cytotoxicity flag;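 cells counted across two imaged fields per well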
bCat nuc transl cell count 5 µM: second read-out of bCat nuc transl, no call of its own (marks repeat the call); cell count; measured here: cell count, cytotoxicity flag
T cell modulator vesicle-bound %: also measured in T cell modulator; calls as there; double positive events, %; measured here: CD8+ vesicle-bound cell fraction;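 binding gate set so that unloaded-vesicle control wells show 10% double positive cells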
MT stabilizer Hoechst-high %: recorded beside MT stabilizer, whose call it bears; % Hoechst-high responders; measured here: nuclear condensation Hoechst responders;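 share of cells brighter than vehicle mean plus two SD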
MT stabilizer cytotoxicity %: second read-out of MT stabilizer, no call of its own (marks repeat the call); toxicity, %; measured here: cytotoxicity by cell density;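 0% = mean cell density of plate MIN control wells and 100% = no cells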
Autophagy HCS cell loss 18 h: recorded beside Autophagy HCS, whose call it bears; toxicity, %; measured here: cell loss, nuclei count;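 cell loss after 18 h compound exposure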
* = called active by the depositor; i = inactive; · = not tested or not shown. Rule as the data show it, unless noted: active = inhibition above about 50%; inactive = the rest.

SMILES	MT stabilizer	MT stabilizer Hoechst-high %	MT stabilizer cytotoxicity %	PMI inhibitors	Insulin prom up	Insulin prom up cell count	T cell modulator	T cell modulator vesicle-bound %	TNAP activation fold	bCat nuc transl	bCat nuc transl cell count 5 µM	Hep lipid drop	Hep lipid drop cells 6.5 µM	Autophagy HCS	Autophagy HCS cell loss 18 h	human PMI inhibitors
COC(=O)c1ccccc1S(=O)(=O)C(C)(C)C	4.0	2.3	2.9	-5%	·	·	i	6	1.1	-2.4	589	10	710	i	7	-1%
Cc1cccn2cc(CCNC(=O)c3ccc(Br)o3)nc12	3.6	2.6	9.1	4%	-0.4	1630	i	26	1.1	2.5	970	-6	727	i	4	1%
COC1(OC)N=C(N)C2(C#N)C(c3cccc(Oc4ccccc4)c3)C12C#N (stereo not given)	3.6	1.6	8.7	23%	1.1	1384	i	58	1.1	-2.4	1394	·	·	i	-5	21%
Cc1cc(/C=N/NC(N)=S)c(O)c(/C=N/NC(N)=S)c1	·	·	·	·	0.63	1422	i	43	·	-2.5	1199	0	718	·	·	·
O=C(COc1ccc(Cl)cc1)NCCSc1ccccc1	1.1	1.1	11	-2%	-0.52	897	i	9	1.1	·	·	1	773	i	-14	-2%
CCCn1c(-c2cccs2)nc2nc3ccccc3nc21	2.6	1.1	2.1	-11%	-0.25	1026	i	48	1.1	0.7	1456	·	·	i	-4	-12%
COC(=O)c1ccc(NC(=O)CSc2n[nH]c(-c3ccncc3)n2)cc1	3.4	1.6	1.7	11%	0.29	1555	i	34	1	2.9	916	0	662	i	23	5%
CN(C)c1ccc(/C=N/n2ncc3ccccc32)cc1	2.3	2.4	1.6	15%	·	·	i	40	1.1	1.2	1077	-10	692	i	8	12%
Cc1ccc2nc(Cl)c3cc(C(=O)NCCCN4CCCC4)sc3c2c1	4.9	2.8	2.4	-3%	-0.93	1092	i	52	1.1	-2.0	1027	8	682	i	13	-4%
COc1ccc(N(C(=O)C(C)C)S(=O)(=O)c2ccc3c(c2)n(C)c(=O)n3C)cc1	3.7	1.7	2.2	5%	0.22	1285	i	51	1.1	1.1	1191	-14	750	i	-5	-2%
CCCCNS(=O)(=O)c1ccc2nc(SCC(=O)Nc3sccc3C#N)[nH]c2c1	2.1	2.4	8.6	9%	0.12	1218	i	49	1.1	-2.9	855	·	·	i	-15	14%
CC(Oc1ccccc1)C(=O)Nc1nc2c(s1)C(=O)CC(C)(C)C2 (stereo not given)	2.2	1.7	5.5	11%	-0.04	1561	i	48	1.1	-3.3	1428	·	·	i	-27	4%
COC(=O)c1ccc(NC2(C#N)C(=O)Nc3ccccc32)cc1 (stereo not given)	1.7	2.8	5.7	15%	-0.42	1144	i	27	1	·	·	-4	645	i	1	8%
NC(=O)c1c(NC(=O)CSc2nnc(-c3ccco3)n2N)sc2c1CCCC2	2.2	1.1	6.6	7%	-0.31	616	i	12	0.8	-1.0	1073	-4	711	i	38	-2%
COC(=O)CSc1nc(NC#N)nc(NC(C)(C)C)n1	·	·	·	·	-0.31	1072	i	43	·	-0.3	1250	5	679	·	·	·
O=C(C1CCN(S(=O)(=O)c2cccc3cccnc23)CC1)N1CCN(C2CCCCC2)CC1	4.0	2.3	12	12%	0.72	1774	i	28	1	-0.4	1011	-1	711	i	1	9%
CC1(C)CC(O)(CCNCc2ccc3c(c2)OCO3)CCO1 (stereo not given)	3.4	1.8	3.0	11%	-0.21	2051	i	45	1.1	-0.7	1100	12	702	i	3	11%
COCCCN(CC(=O)Nc1ccc(N2CCOCC2)cc1)S(=O)(=O)c1ccc(Cl)cc1	10	2.2	12	-16%	-0.37	1407	i	39	1.1	-3.7	1042	6	677	i	-11	-26%
O=C(CCc1ccc(S(=O)(=O)NCc2ccccc2)cc1)N1CCN(Cc2ccc3c(c2)OCO3)CC1	1.6	1.5	2.5	17%	1.1	949	i	25	1	-1.8	1476	·	·	i	0	16%
CCCC1CCC(c2ccc(C(=O)NN)cc2)CC1 (stereo not given)	3.4	1.8	2.9	18%	1.5	1450	i	47	1.1	3.3	1121	-10	650	i	11	13%
COCCn1c(SCc2ccccc2F)nc2ccccc2c1=O	1.7	0.5	7.5	4%	-2.4	1314	i	61	1.2	-4.9	1133	1	690	i	9	3%
Cn1nnc(NC(=O)c2ccccc2)n1	3.2	3.1	5.5	-22%	·	·	i	8	1.1	·	·	-19	717	i	-3	-30%
O=C(CN1CCN(Cc2ccccc2F)C1=O)NCc1ccco1	1.6	1.7	14	-7%	-1.1	923	i	31	1.1	·	·	3	781	i	-4	-11%
O=C(c1ccco1)N1CCCN(C(=O)c2ccco2)CC1	3.5	2.0	1.2	4%	-0.25	1304	i	33	1.1	·	·	-9	729	i	-1	4%
O=C(O)CSc1nnc(Cn2cnc3ccccc32)n1CCc1ccccc1	2.8	1.9	9.7	-8%	1.6	1310	i	47	1	-1.4	1120	·	·	i	3	-4%
O=C(c1ccco1)N1CCN(CC(O)Cn2c3ccccc3c3ccccc32)CC1 (stereo not given)	1.5	0.8	4.9	-12%	-0.05	857	i	20	1.1	·	·	4	763	i	2	-4%
COc1ccc(N(C)C(=O)c2cnc(N3CCN(c4ncccn4)CC3)c3ccccc23)cc1	2.9	1.3	8.3	3%	-1.6	1232	i	53	1.2	-3.1	975	·	·	i	0	8%
COc1ccccc1-c1nnc(SCC(=O)c2ccc(C3CCCCC3)cc2)n1Cc1ccco1	2.6	2.2	4.6	12%	-0.4	906	i	56	1	-1.8	1227	-4	775	i	4	-2%
CCC(c1nnnn1Cc1ccccc1)N(Cc1ccco1)Cc1cc2cc(OC)ccc2[nH]c1=O (stereo not given)	2.3	2.3	10	10%	-0.73	1274	i	29	1.1	2.4	1451	·	·	i	1	22%
O=C(NC(NC(=S)Nc1ccc(Cl)cc1Cl)C(Cl)(Cl)Cl)c1cccc([N+](=O)[O-])c1 (stereo not given)	7.1	1.6	17	23%	0.64	1344	i	16	0.9	-0.3	1322	·	·	i	9	11%

A draw from above in order of molar mass, highest first.
SMILES	MT stabilizer	MT stabilizer Hoechst-high %	MT stabilizer cytotoxicity %	PMI inhibitors	Insulin prom up	Insulin prom up cell count	T cell modulator	T cell modulator vesicle-bound %	TNAP activation fold	bCat nuc transl	bCat nuc transl cell count 5 µM	Hep lipid drop	Hep lipid drop cells 6.5 µM	Autophagy HCS	Autophagy HCS cell loss 18 h	human PMI inhibitors
O=C(CCc1ccc(S(=O)(=O)NCc2ccccc2)cc1)N1CCN(Cc2ccc3c(c2)OCO3)CC1	1.6	1.5	2.5	17%	1.1	949	i	25	1	-1.8	1476	·	·	i	0	16%
O=C(O)CSc1nnc(Cn2cnc3ccccc32)n1CCc1ccccc1	2.8	1.9	9.7	-8%	1.6	1310	i	47	1	-1.4	1120	·	·	i	3	-4%
O=C(CN1CCN(Cc2ccccc2F)C1=O)NCc1ccco1	1.6	1.7	14	-7%	-1.1	923	i	31	1.1	·	·	3	781	i	-4	-11%

Carrying on:
SMILES	MT stabilizer	MT stabilizer Hoechst-high %	MT stabilizer cytotoxicity %	PMI inhibitors	Insulin prom up	Insulin prom up cell count	T cell modulator	T cell modulator vesicle-bound %	TNAP activation fold	bCat nuc transl	bCat nuc transl cell count 5 µM	Hep lipid drop	Hep lipid drop cells 6.5 µM	Autophagy HCS	Autophagy HCS cell loss 18 h	human PMI inhibitors
C#CCO[C@@H]1C[C@H](n2cnc3c(=O)[nH]c(NC(=O)C(C)C)nc32)O[C@@H]1CO	·	·	·	·	0.84	763	i	26	·	-0.5	1317	-6	696	·	·	·
OC(Cn1cncn1)c1ccc(Cl)cc1 (stereo not given)	3.3	2.2	3.1	8%	0.67	1170	i	23	1	-5.1	985	·	·	i	-12	11%
O=C(Nc1ncc(Cc2cccc(Cl)c2)s1)C1CCCO1 (stereo not given)	3.0	1.8	1.2	5%	-0.54	1293	i	10	1	-2.1	1387	·	·	i	1	4%
CC(C)[C@H](NC(=O)c1ccc(C(C)(C)C)cc1)C(=O)Nc1nnc(C2CC2)s1	1.7	2.9	4.6	6%	0.3	1259	i	45	1.1	·	·	4	627	i	-14	10%
COc1cc(/C=N/NC(=O)CC23CC4CC(CC(C4)C2)C3)cc(Br)c1OCC(=O)N(C)C	1.4	2.7	13	0%	0.34	1067	i	34	1	·	·	-5	667	i	-7	-7%
Cc1c(Cl)c([N+](=O)[O-])nn1CC(=O)NC12CC3CC(CC(C3)C1)C2	2.1	1.4	5.1	14%	-0.75	990	i	27	1	-5.5	1231	9	774	i	1	8%
O=C(C/C=N/OCc1ccc(F)cc1Cl)c1cnc(-c2ccccc2)s1	3.2	2.1	8.9	-7%	·	·	i	55	1.1	·	·	·	·	i	-8	-2%
Cc1cc(C)c(NC(=O)c2sc3nc4c(cc3c2N)C(=O)CC(C)(C)C4)c(C)c1	3.5	1.5	7.2	15%	0.09	1291	i	56	1	-1.0	510	·	·	i	-56	10%
O=C(Nn1c(=O)[nH]c2ccsc2c1=O)c1ccccc1	3.4	2.5	22	10%	0.16	1227	i	23	1.1	·	·	15	730	i	-1	9%
C=CCNc1ncnc2c1[nH]c1ccc(Cl)cc12	3.9	2.6	3.7	8%	0.14	709	i	12	1.1	6.9	938	-2	792	i	13	-3%
Cc1ccc(CN2CCN(C(=O)CCN3C(=O)c4ccccc4C3=O)CC2)cc1	3.6	2.1	17	2%	-0.27	1525	i	38	1.1	-2.7	946	·	·	i	7	4%

An excerpt from above in order of their number in T cell modulator vesicle-bound %, low to high:
mol	T cell modulator vesicle-bound %
O=C(Nc1ncc(Cc2cccc(Cl)c2)s1)C1CCCO1 (stereo not given)	10
C=CCNc1ncnc2c1[nH]c1ccc(Cl)cc12	12
Cc1ccc(CN2CCN(C(=O)CCN3C(=O)c4ccccc4C3=O)CC2)cc1	38
CC(C)[C@H](NC(=O)c1ccc(C(C)(C)C)cc1)C(=O)Nc1nnc(C2CC2)s1	45
O=C(C/C=N/OCc1ccc(F)cc1Cl)c1cnc(-c2ccccc2)s1	55
